Screening results from PubChem.
MT1-MMP act inh: blockers of MT1-MMP proenzyme processing, primary screen, HT1080 RFP-PRO-GFP cells, GFP/RFP fluorescence. AID 651647, 2012. 0.061% of 360,000 active. Matrix metalloproteinase-14 (Homo sapiens), P50281. GFP/RFP ratio change, % at 20 µM. GFP/RFP ratio fluorescence, overnight; percent of plate control window, DMSO zero;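 active = GFP/RFP ratio change of at least 30% with cell ATP level not reduced by more than half and red fluorescence within 50% of control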; also: strong numbers were not always called active
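system = RFP-PRO-GFP reporter HT1080 cells | dosing = 20 µM single dose, 1% DMSO | timing = overnight cell settling, then overnight compound exposure, 37 °C, 5% CO2 | read-out basis = GFP/RFP fluorescence ratio | controls = DMSO and RFP-L50D-GFP cell wells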
SKN-1 block: suppressors of acrylamide-induced Pgst-4::GFP reporter in worms, primary screen, SKN-1 inhibitor project, whole organism, uHTS, GFP/RFP fluorescence ratio, strain VP596; C. elegans VP596 Pgst-4::GFP/RFP ratio, 24 h; inhibition, % at 21.8 µM; 0.49% of 360,000 active;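 active = interference check ratio from 0.5 to 1.5 plus GFP to RFP signal ratio inhibition reaching or exceeding a fixed threshold, cut at about 30% in these data, passing the limit was not always enough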; also: some compounds called inactive have numbers as strong as hits
Neddylation inh: inhibitors of cullin neddylation, primary screen, biochemical, TR-FRET, uHTS, NAE and Ubc12. 0.58% of 360,000 active. AID 651699, 2012. calls only at 25 µM; in the data active = inhibition above about 36%
FAS TE block: FAS thioesterase domain inhibitors, primary screen, biochemical, fluorescence intensity, uHTS. recombinant FAS-TE, OMFH fluorogenic substrate, fluorescence endpoint. inhibition, % at 15 µM. 0.67% of 360,000 active;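 active = compounds whose normalised, plate-corrected inhibition of enzyme fluorescence in the single-dose primary screen is 50% or more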;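 also: 0% = DMSO with enzyme and 100% = substrate without enzyme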
NRP1-CendR mod: modulators of CendR peptide binding to NRP-1, primary screen, biochemical, fluorescence polarization, uHTS. inhibition, % at 25 µM. 0.85% of 360,000 active. FAM-RPARPAR peptide binding to NRP-1. AID 602438, 2012. Neuropilin-1 (Homo sapiens), O14786;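 active = inhibition or corrected inhibition above about 18%, plus a signal ratio from 0.5 to 1.5, limit read from the data, passing the limit was not always enough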; also: strong numbers were not always called active
Target sequence (O14786 whole entry, looked up): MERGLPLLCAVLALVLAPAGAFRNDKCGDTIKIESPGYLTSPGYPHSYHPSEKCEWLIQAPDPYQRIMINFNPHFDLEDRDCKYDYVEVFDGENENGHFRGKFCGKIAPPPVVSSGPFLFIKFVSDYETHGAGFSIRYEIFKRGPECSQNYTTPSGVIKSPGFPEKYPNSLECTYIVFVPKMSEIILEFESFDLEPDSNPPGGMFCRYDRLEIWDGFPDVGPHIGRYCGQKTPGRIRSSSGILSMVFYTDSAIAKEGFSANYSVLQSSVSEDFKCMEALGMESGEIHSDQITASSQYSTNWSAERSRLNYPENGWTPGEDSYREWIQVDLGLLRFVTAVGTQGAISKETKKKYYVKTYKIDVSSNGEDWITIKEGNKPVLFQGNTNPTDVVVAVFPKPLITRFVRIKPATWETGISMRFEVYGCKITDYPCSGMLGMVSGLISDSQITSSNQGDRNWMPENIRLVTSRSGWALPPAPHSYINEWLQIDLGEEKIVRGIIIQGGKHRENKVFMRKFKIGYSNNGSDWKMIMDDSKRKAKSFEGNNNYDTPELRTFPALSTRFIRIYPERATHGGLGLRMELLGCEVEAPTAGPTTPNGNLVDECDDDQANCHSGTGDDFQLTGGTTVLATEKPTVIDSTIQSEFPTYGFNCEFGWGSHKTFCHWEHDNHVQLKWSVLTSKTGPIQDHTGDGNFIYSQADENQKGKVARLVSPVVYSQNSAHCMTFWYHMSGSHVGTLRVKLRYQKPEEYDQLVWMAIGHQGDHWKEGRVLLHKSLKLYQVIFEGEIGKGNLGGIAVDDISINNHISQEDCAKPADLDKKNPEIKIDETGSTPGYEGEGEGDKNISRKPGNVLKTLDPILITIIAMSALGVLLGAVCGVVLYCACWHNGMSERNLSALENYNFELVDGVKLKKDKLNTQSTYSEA
eLon inh: inhibitors of E. coli Lon protease, primary screen, biochemical, fluorescence polarization | purified E. coli Lon protease | inhibition, % at 7.94 µM | 0.42% of 360,000 active; in the data active = inhibition above about 13%, passing the limit was not always enough;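 also: 0% = enzyme with probe and DMSO and 100% = no enzyme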
MsrA inh: bovine MsrA enzyme inhibitors, primary screen, biochemical, absorbance, HTS | Methionine sulfoxide reductase A (Bos taurus) | AID 651718, 2012 | 0.75% of 360,000 active | inhibition, % at 15.5 µM | purified bovine MsrA, absorbance read-out; in the data active = inhibition above about 4.5%;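 also: 0% = vehicle wells with enzyme and 100% = reference inhibitor wells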
MsrA act: bovine MsrA enzyme activators, primary screen, biochemical, absorbance, HTS | Methionine sulfoxide reductase A (Bos taurus) | purified bovine MsrA, absorbance read-out | activation, % at 10.6 µM | 0.3% of 360,000 active; in the data active = activation above about 7.5%;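 also: 0% = vehicle and 100% = reference activator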
Rin1-Abl PPI inh: inhibitors of Rin1-Abl protein binding, primary screen, biochemical, TR-FRET | Tyrosine-protein kinase ABL1 (Homo sapiens) + Ras and Rab interactor 1 (Homo sapiens), … | inhibition, % at 7.35 µM | 0.4% of 360,000 active; in the data active = inhibition above about 5%, passing the limit was not always enough
An asterisk follows results filed as active; i = inactive; . = no result given.

SMILES	MT1-MMP act inh	SKN-1 block	Neddylation inh	FAS TE block	NRP1-CendR mod	eLon inh	MsrA inh	MsrA act	Rin1-Abl PPI inh
COC(=O)c1csc(C2OC(CO)C(O)C2O)n1 (stereo not drawn)	3	4	i	-9	-9	-13	0.3	-3	-1
CC(C)Nc1nc(-c2cccnc2)nc(-c2ccc(Cl)cc2)c1C#N	-4	13	i	3	-6	1	-0.2	-6	1
CC(C(=O)NC(C)(C)C)N(C(=O)CS(=O)CC(=O)Nc1ccc(F)cc1)c1ccccc1F (stereo not drawn)	-3	-6	i	-7	-8	-8	1.2	0	2
S=C(NCCc1ccccc1)Nc1ccccn1	1	-16	i	-7	0	-3	-0.4	-4	-3
Cc1ccc(-c2nnc(NCc3nc4ccccc4[nH]3)c3ccccc23)cc1S(=O)(=O)N(C)C	2	-1	i	1	-5	-21	1.1	-6	-8
Clc1cc2c(nn1)Nc1ccccc1S2	-2	-6	i	-3	-7	10	0.1	-3	-3
CCCCNC(=O)C1C(c2ccc(C(F)(F)F)cc2)=Nc2ccccc2N1C(=O)C1CCN(C(C)=O)CC1 (stereo not drawn)	-1	-3	i	.	8	.	0.2	.	.
Cc1nc(-c2ccccc2)[nH]c(=O)c1Oc1ccc(Cl)cc1Cl	-5	-3	i	1	11	-3	0.5	-1	0
O=S(=O)(NC1CCCCC1Oc1ccccc1)c1ccccc1 (stereo not drawn)	0	-7	i	5	15	5	-0.2	-3	-4
COc1ccc(C(=O)Oc2c(CN3CCOCC3)cc(Cl)c3cccnc23)cc1	2	0	i	10	-4	4	-1.1	2	-6
CCOC(=O)c1[nH]c(C)c(C(=O)OCC(=O)Nc2sc3c(c2C#N)CCCCC3)c1C	0	6	i	0	-14	-2	0.4	3	0
O=C(COc1cccc(Br)c1)Nc1ccc(N2CCOCC2)cc1N1CCOCC1	0	-2	i	0	11	3	1.1	3	-2
Cc1ccc(NC(=O)NCCN2CCCCC2)cc1	0	6	i	-4	-1	-12	-0.8	-1	4
O=C(CCN1C(=O)/C(=C/c2ccccc2)SC1=S)NNC(=O)c1ccncc1	3	-3	i	-2	9	0	1.7	-1	3
O=C(NCC1CCCO1)C(c1ccc(N2CCOCC2)cc1)N(C(=O)Cn1nnc2ccccc21)c1ccccc1F (stereo not drawn)	1	-1	i	-5	1	-12	-1.2	-11	6
CN(Cc1ccccc1)C(=O)c1ccc(NC(=O)Cc2ccc(NC(=O)C3CCN(C(=O)C4CCCCC4)CC3)cc2)cc1	-2	31	i	-5	-3	-7	0.0	2	8
COC(=O)c1cn(C(=O)/C=C/c2ccc(OC)c(OC)c2)c2ccccc12	6	6	i	2	-6	2	-0.3	-3	-5
CCC[C@H]1CN(Cc2ccccc2)C(=O)[C@@H]1CC(=O)NC	-3	3	i	-9	-3	4	-0.1	-3	-1
COc1ccc(S(=O)(=O)N2CCCCC2)cc1NC(=O)c1cccc(S(=O)(=O)N2CC(C)OC(C)C2)c1 (stereo not drawn)	-2	-3	i	65*	4	0	0.1	-1	2
O=C(NN=C1CCCC1)c1cc(-c2ccccc2)n[nH]1	1	-11	i	-4	4	14	-0.4	-8	-3
CC(=O)c1cccc(NC(=O)CSc2nnc(-c3ccc(S(=O)(=O)N4CCCC4)cc3)o2)c1	2	14	i	-11	-1	-2	-0.3	-2	0
OC(Cn1cncn1)(Cn1cncn1)c1ccc(F)cc1F	-1	-7	i	-2	6	-3	-1.1	-7	1
Cc1noc(C)c1S(=O)(=O)N1CCC(C(=O)NCCCN2CC(C)CC(C)C2)CC1 (stereo not drawn)	-5	-17	i	-6	5	-9	0.4	-4	1
COc1ccc2cc(Br)ccc2c1CC(=O)N1CCCC1	2	0	i	-2	-22	-8	-0.8	-5	-9
CC(C)(C)c1ccc(S(=O)(=O)/N=C2\C=C(NS(=O)(=O)c3ccccc3)C(=O)c3ccccc32)cc1	10	9	i	1	19	1	-0.2	0	4
New compounds follow
SMILES	MT1-MMP act inh	SKN-1 block	Neddylation inh	FAS TE block	NRP1-CendR mod	eLon inh	MsrA inh	MsrA act	Rin1-Abl PPI inh
Cc1cccnc1C1=NOC(Cc2ccccc2)C(=O)N1CCOc1ccc(F)cc1 (stereo not drawn)	3	5	i	29	0	-3	-1.2	-1	-1
CCn1c(C(=O)Nc2ccsc2C(=O)OC)cc2sc(Cl)cc21	0	-11	i	32	-15	-4	0.2	4	-2
CC1(C)C2CCC1(CS(=O)(=O)NC(CC(=O)O)c1cccc(Br)c1)C(=O)C2 (stereo not drawn)	5	-1	i	-5	1	-1	-2.1	0	-1
COc1ccc(Br)c2c1C(=O)CC2	1	33	i	-3	4	4	-0.5	-7	2
COc1ccc(C2(NC(C)=O)CCN(C(=O)c3ccco3)CC2)cc1	-3	4	i	-2	-9	1	-0.1	2	-1
O=C(Cc1ccc(Cl)cc1)NCC(=O)N1CCCCCC1	-1	4	i	-1	-2	21	1.0	-5	-2
CC(=O)Nc1ccc(S(=O)(=O)NNc2ccc([N+](=O)[O-])cc2)cc1	6	3	i	3	4	-1	-0.3	1	-1
CCOc1cccc(NC(=O)c2ccc(S(=O)(=O)N(C)C)cc2)c1	5	-12	i	6	-1	-5	-0.3	-1	4
O=S(=O)(c1ccc(NC(=S)NN=C2CCCCC2)cc1)N1CCOCC1	5	-12	i	-7	-1	-3	0.2	-3	2
O=C(C[C@H]1C/C=C\CC[C@H](Cc2ccc(F)cc2)C(=O)OC[C@H]2CCCN2C1=O)NCCO	-2	-13	i	-11	1	9	-1.7	-13	1
CC1CCCCC1NC(=O)CSc1nnc(-c2ccccc2)n1N (stereo not drawn)	-2	-4	i	-10	5	-3	-1.3	-9	2
COc1ccc(Cc2c(C3CCCCC3)nc3cc(C)c(Br)c(C)n23)c(C)c1	-5	28	i	26	-4	-1	-1.1	-2	.
NC(=O)N/N=C1\CCS(=O)(=O)c2ccc(F)cc21	6	7	i	-3	-7	6	-0.5	-1	-1
CC(C)N1CN=C(Nc2nc3ccccc3o2)NC1	3	-6	i	-4	2	-7	0.2	-4	3
CC(C)C(OC(=O)c1ccco1)C(=O)NCc1ccc2c(c1)OCO2 (stereo not drawn)	-3	-9	i	-3	10	1	3.0	-1	-1
COc1cc(NC(=O)CSc2nc3[nH]c(=O)cc(O)c3s2)cc(OC)c1OC	-4	9	i	-3	-6	-18	0.9	-3	2
O=C1CN(C(=O)COC(=O)c2ccccc2Br)c2ccccc2N1	2	-7	i	4	2	-2	-0.3	-1	2
CC(=O)Nc1ccc(NC(=O)C(C)OC(=O)C2(c3ccc(F)cc3)CCCC2)cc1 (stereo not drawn)	1	14	i	12	8	-6	-0.4	-3	1
CN(Cc1c(F)cccc1Cl)C(=O)C1CC(=O)N(CCc2ccccc2)C1 (stereo not drawn)	-2	-3	i	-2	-3	6	0.2	2	-3
CSCCC(N=C(NS(=O)(=O)c1ccccc1)c1ccccc1)C(=O)O (stereo not drawn)	3	-3	i	-6	-1	12	-0.9	1	1
CCC(C)c1ccc(NC(=O)C2CCN(c3ccc(C(F)(F)F)cn3)CC2)cc1 (stereo not drawn)	4	-3	i	0	20	-6	0.1	-10	-3
COc1ccc(C(C)NC(=O)c2ccc(Br)cc2)cc1OC (stereo not drawn)	-9	3	i	-8	4	2	0.5	6	-1
C=CCNC(=O)CN1c2cccc3cccc(c23)S1(=O)=O	-3	14	i	-2	20	1	0.1	-2	-2
O=S1(=O)CCOC[C@H](CC2CCCCC2)N1Cc1cccc(F)c1	2	21	i	7	0	9	0.5	-13	2
CCc1ccccc1NS(=O)(=O)c1cc2c(cc1C)n(C)c(=O)c(=O)n2C	9	5	i	9	18	3	2.0	0	-1

Pulled by compound from the list above (7):
SMILES	MT1-MMP act inh	SKN-1 block	Neddylation inh	FAS TE block	NRP1-CendR mod	eLon inh	MsrA inh	MsrA act	Rin1-Abl PPI inh
CCC(C)c1ccc(NC(=O)C2CCN(c3ccc(C(F)(F)F)cn3)CC2)cc1 (stereo not drawn)	4	-3	i	0	20	-6	0.1	-10	-3
CC(C)N1CN=C(Nc2nc3ccccc3o2)NC1	3	-6	i	-4	2	-7	0.2	-4	3
CSCCC(N=C(NS(=O)(=O)c1ccccc1)c1ccccc1)C(=O)O (stereo not drawn)	3	-3	i	-6	-1	12	-0.9	1	1
CN(Cc1c(F)cccc1Cl)C(=O)C1CC(=O)N(CCc2ccccc2)C1 (stereo not drawn)	-2	-3	i	-2	-3	6	0.2	2	-3
CCOC(=O)c1[nH]c(C)c(C(=O)OCC(=O)Nc2sc3c(c2C#N)CCCCC3)c1C	0	6	i	0	-14	-2	0.4	3	0
CC1CCCCC1NC(=O)CSc1nnc(-c2ccccc2)n1N (stereo not drawn)	-2	-4	i	-10	5	-3	-1.3	-9	2
COc1cc(NC(=O)CSc2nc3[nH]c(=O)cc(O)c3s2)cc(OC)c1OC	-4	9	i	-3	-6	-18	0.9	-3	2

Some of these compounds in order of the eLon inh value, rising:
mol	eLon inh
CCn1c(C(=O)Nc2ccsc2C(=O)OC)cc2sc(Cl)cc21	-4
CC(C)Nc1nc(-c2cccnc2)nc(-c2ccc(Cl)cc2)c1C#N	1
COc1ccc(C(=O)Oc2c(CN3CCOCC3)cc(Cl)c3cccnc23)cc1	4

One compound at a time (already shown):
CC(C)C(OC(=O)c1ccco1)C(=O)NCc1ccc2c(c1)OCO2 (stereo not drawn) is listed with MT1-MMP act inh: -3; SKN-1 block: -9; Neddylation inh: i; FAS TE block: -3; NRP1-CendR mod: 10; eLon inh: 1; MsrA inh: 3.0; MsrA act: -1; Rin1-Abl PPI inh: -1
O=S(=O)(c1ccc(NC(=S)NN=C2CCCCC2)cc1)N1CCOCC1 is listed with MT1-MMP act inh: 5; SKN-1 block: -12; Neddylation inh: i; FAS TE block: -7; NRP1-CendR mod: -1; eLon inh: -3; MsrA inh: 0.2; MsrA act: -3; Rin1-Abl PPI inh: 2

Further records
SMILES	MT1-MMP act inh	SKN-1 block	Neddylation inh	FAS TE block	NRP1-CendR mod	eLon inh	MsrA inh	MsrA act	Rin1-Abl PPI inh
CCOC(=O)C1=C(c2ccccc2)OC(N)=C(C#N)C1c1ccc(Br)s1 (stereo not drawn)	0	-10	i	9	-2	0	1.4	-3	0
CC(/C=N\NC(=O)Cn1cncn1)=C/c1ccc(C(C)C)cc1	-3	8	i	-21	3	-9	-0.9	0	-3
O=C(CN(CC1CCCO1)C(=O)CNS(=O)(=O)c1ccc(Cl)cc1)NCC1CCCO1 (stereo not drawn)	2	-4	i	-6	30*	1	2.9	0	2
CCOC(=O)c1sc2nc3n(c(=O)c2c1C)CCC3	0	1	i	-2	-10	-4	-0.1	-7	2
CC(C)NC(=O)COC(=O)c1ccc(S(=O)(=O)N2CCCC2)cc1	0	-2	i	-1	-4	-6	1.5	-4	4
Cc1ccc(NC(=O)COC(=O)CNC(=O)c2ccc(Cl)cc2Cl)cc1S(=O)(=O)N1CCOCC1	-7	12	i	-1	2	-3	-0.6	-3	-1
CC(=NNc1ccc([N+](=O)[O-])cn1)c1ccccc1	2	14	i	1	1	4	-0.8	-2	2
